EPAC1 agonist = qHTS for Agonist of cAMP-regulated guanine nucleotide exchange factor 3 (EPAC1): primary screen | Potency, µM (top dose mostly 154 µM), without a hit: at the highest dose activation, actives largely listed as activators | AID 720707, 2013 | EPAC1 agonist qHTS, biochemical assay; response scale: 100% = response to 6.5 mM cAMP | actives 0.073% (n = 360,000) | Rap guanine nucleotide exchange factor 3 (Homo sapiens), O95398; note: nearly all actives have a fitted effect of over 60% in size
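Read-out is the fluorescence drop as BODIPY-GDP leaves Rap1B (480 nm excitation, 540 nm emission), recorded every 5 minutes over 30 minutes. Reactions held 100 nM EPAC1, 250 nM Rap1B–BODIPY-GDP and 50 uM GDP, with 6.5 mM cAMP setting full activation.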
EPAC1 antagonist = qHTS for Antagonist of cAMP-regulated guanine nucleotide exchange factor 3 (EPAC1): primary screen | Rap guanine nucleotide exchange factor 3 (Homo sapiens), O95398 | EPAC1 GEF assay, Rap1b-BODIPY-GDP exchange fluorescence | Potency, µM (titrated, usually from 115 µM), for inactives: at the highest dose activity change, negative = inhibition, actives largely listed as inhibitors | actives 0.14% (n = 360,000) | AID 720709, 2013;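 note: plate controls were vehicle for no effect and positive control for full effect; nearly all actives have a fitted effect of over 50% in size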
TDP43 rescue = qHTS of TDP-43 Inhibitors; TDP-43 expressing yeast growth rescue, BacTiter-Glo, 24 h; Potency, µM (highest dose often 46.1 µM), inactives show at the top dose growth rescue (activation), usual class: activators; actives 1.8% (n = 410,000); AID 652104, 2013; note: % of control where 0% means no effect; nearly all actives have a fitted effect of over 50% in size
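In this qHTS, compounds that restore growth of yeast expressing TDP-43 appear as activators. Cells (OD600=0.02, galactose medium, raffinose-pregrown) are incubated with compound 24 hr at 30 deg C and growth is quantified by BacTiter-Glo.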
PTHR1 agonist = qHTS for PTHR1 Agonists: Primary Screen; Potency, µM (highest dose often 115 µM), without a hit: at the top dose activation, usual class: activators; Parathyroid hormone/parathyroid hormone-related peptide receptor (Homo sapiens), Q03431; HEK293 GP2 PTHR1 cells, GloSensor cAMP luminescence, 1 h; AID 743266, 2014; actives 0.075% (n = 410,000); note: nearly all actives have a fitted effect of over 55% in size; some results filed as inactive show a strong effect at the top dose; inactives centre near -15; many of its hits are not listed in these tables
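HEK-293-derived GP2 cells expressing PTHR1 and a GloSensor cAMP reporter, 3,000/well, plated overnight, given luciferin plus IBMX (each 0.5 mM as added) for 1 h at 37 °C, then compound for 1 h at 37 °C. Luminescence was read after 15 min at room temperature.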
EPAC2 agonist = qHTS for Agonist of cAMP-regulated guanine nucleotide exchange factor 4 (EPAC2): primary screen | Potency, µM (series often up to 154 µM), for inactives: at the highest dose activation, most hits filed as activators | AID 720711, 2013 | EPAC2 activation, biochemical qHTS; response scale: 100% = 6.5 mM cAMP response | Rap guanine nucleotide exchange factor 4 (Homo sapiens), Q8WZA2 | actives 0.079% (n = 360,000); note: nearly all actives have a fitted effect of over 50% in size
Target sequence (Q8WZA2 whole entry, looked up): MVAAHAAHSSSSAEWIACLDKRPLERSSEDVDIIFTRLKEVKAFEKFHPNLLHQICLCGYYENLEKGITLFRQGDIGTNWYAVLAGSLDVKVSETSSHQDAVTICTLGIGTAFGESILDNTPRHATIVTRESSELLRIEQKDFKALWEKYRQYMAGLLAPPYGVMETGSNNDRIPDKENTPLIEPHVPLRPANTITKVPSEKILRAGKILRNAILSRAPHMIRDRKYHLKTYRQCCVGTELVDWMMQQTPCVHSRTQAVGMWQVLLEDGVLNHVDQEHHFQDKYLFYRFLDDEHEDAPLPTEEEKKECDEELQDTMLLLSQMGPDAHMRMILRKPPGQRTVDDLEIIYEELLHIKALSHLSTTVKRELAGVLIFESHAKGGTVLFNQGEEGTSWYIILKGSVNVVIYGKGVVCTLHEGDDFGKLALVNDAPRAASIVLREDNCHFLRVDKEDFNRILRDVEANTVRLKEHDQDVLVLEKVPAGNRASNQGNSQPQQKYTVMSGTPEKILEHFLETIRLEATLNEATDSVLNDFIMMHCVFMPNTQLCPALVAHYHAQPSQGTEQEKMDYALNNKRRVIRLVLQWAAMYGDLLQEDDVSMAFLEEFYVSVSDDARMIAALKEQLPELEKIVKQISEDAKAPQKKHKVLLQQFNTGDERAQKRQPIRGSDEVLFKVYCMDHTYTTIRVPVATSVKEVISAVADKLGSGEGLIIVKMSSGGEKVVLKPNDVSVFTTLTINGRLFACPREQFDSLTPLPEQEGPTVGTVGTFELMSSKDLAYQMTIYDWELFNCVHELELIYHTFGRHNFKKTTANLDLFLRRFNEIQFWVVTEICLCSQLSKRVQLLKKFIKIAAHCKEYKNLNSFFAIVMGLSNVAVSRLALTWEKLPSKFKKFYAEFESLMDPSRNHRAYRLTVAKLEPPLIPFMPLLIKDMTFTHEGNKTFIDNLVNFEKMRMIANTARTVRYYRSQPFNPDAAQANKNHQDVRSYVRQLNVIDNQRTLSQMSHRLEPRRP
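Guanine nucleotide exchange by EPAC2 is measured as reduced fluorescence of BODIPY-GDP once it is released from 250 nM Rap1B. Plates are read kinetically for 30 min at room temperature; results are scaled to 6.5 mM cAMP.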
FUS suppressor = qHTS for Suppressors of FUS Proteinopathy: Primary screen using FUS-linked yeast assay | S. cerevisiae FUS-expressing, growth rescue, OD600, 24 h | Potency, µM (highest dose often 76.6 µM), without a hit: top-dose growth rescue (activation), usual class: activators | actives 0.24% (n = 390,000);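 note: plate controls were DMSO vehicle for no effect and reference control for full effect; nearly all actives have a fitted effect of over 55% in size; some results filed as inactive show a strong effect at the top dose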
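Quantitative HTS measuring growth restoration of FUS-toxic yeast. Galactose-induced cells (OD 0.005) were exposed 24hr at 30C to compounds at several concentrations, then absorbance at 600 nm was recorded.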
aSyn yeast inh = qHTS of alpha-syn Inhibitors; Potency, µM (doses to about 46.1 µM), for the others: at the highest dose growth rescue (activation), actives largely listed as activators; Yeast expressing alpha-synuclein, growth rescue, BacTiter-Glo, 24 h; actives 0.14% (n = 370,000); note: % of control where 0% means no effect; nearly all actives have a fitted effect of over 65% in size
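Galactose-induced alpha-syn yeast (OD600=0.02, raffinose-pregrown) + pinned cpd, 24 hr, 30 deg C; growth by BacTiter-Glo luminescence. Growth restoration scores as activation.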
EPAC2 antag = qHTS for Antagonist of cAMP-regulated guanine nucleotide exchange factor 2 (EPAC2): primary screen | Rap guanine nucleotide exchange factor 4 (Homo sapiens), Q8WZA2 | EPAC2 GEF exchange of Rap1B-BODIPY-GDP, fluorescence | Potency, µM (doses to about 114 µM), without a hit: top-dose activity, negative = inhibition, usual class: inhibitors | actives 0.18% (n = 360,000) | AID 720708, 2013; note: % is set by controls: 0 for no effect and ±100 for the full control effect; nearly all actives have a fitted effect of over 45% in size; many of its hits are not listed in these tables
Starred values were filed as active, the others as inactive; i = inactive; ? = inconclusive; / = no result given; & = joins results of further samples; [ ] = remark or other dose. Calls come from the whole dose curve; as a rule, active = well fitted curve in the direction sought with a large enough effect; inconclusive = small, poorly fitted or top-dose-only effect, or another doubt; inactive = no such curve, though single readings can be large; an effect the other way counts as inactive or inconclusive. Potency is the fitted concentration of half-maximal effect.

SMILES	EPAC1 agonist	EPAC1 antagonist	TDP43 rescue	PTHR1 agonist	EPAC2 agonist	FUS suppressor	aSyn yeast inh	EPAC2 antag
Cn1c(N)c(C(=O)c2ccc(Oc3ccccc3)cc2)c(=O)n(C)c1=O	2%	2%	-27%	-5%	9%	11%	1%	12%
CC1CCCN(C(=O)CN(c2ccccc2)S(=O)(=O)c2ccc(F)cc2)C1 (configuration not stated)	-14%	11%	14%	i	1%	34%	-1%[1.84 µM]	5%
Cc1cccc(-c2c3c(=O)n(C)c(=O)n(C)c3cn2C2CCCCC2)c1	10%	0%	-26%	i	-1%	?	11%	-4%
O=C(O)C1CCCN1c1ncccn1 (configuration not stated)	-1%	6%	22%	i	4%	8%	-3%	13%
CCOC(=O)c1ccc(S(=O)(=O)N2CCN(Cc3cc4c(cc3O)OCO4)CC2)cc1	-19%	-2%	15%	-8%	-2%	/	2%	11%
O=c1[nH]cccc1-c1nc2ccccc2[nH]1	7%	-12%	-13%	i	6%	-17%	0%	-2%
CC1CCCN(C(=O)c2ccc(S(=O)(=O)N3CCC(c4nc5ccccc5s4)CC3)cc2)C1 (configuration not stated)	15%	-1%	-7%	-9%[57.5 µM]	-15%	3%	20%	-1%
CCn1cc(CNC(=O)c2c(-c3c(Cl)cccc3Cl)noc2C)c(C)n1	6%	3%	1%	-19%	21%	1%	-3%	-12%
CCCc1nc2ccc(Br)cn2c1Cc1ccccc1OC	0%	-5%	-4%	-84%[inhibitor]	20%	3%	16%	-12%
COc1cccc(C(C(=O)NC2CCCCC2)N(C(=O)Cc2cccs2)c2ccc(-n3cnnn3)c(OC)c2)c1 (configuration not stated)	2%	1%	26%	-9%[57.5 µM]	-20%	4%	0%	10%
CCc1ccc(N2CC(C(=O)Nc3ccc(C)c(S(=O)(=O)N4CCOCC4)c3)CC2=O)cc1 (configuration not stated)	13%	-25%	-10%	-37%[57.5 µM]	4%	38%	0%	-10%[57.1 µM]
O=C1CN(C(=O)COC(=O)C2CCN(S(=O)(=O)c3ccccc3C(F)(F)F)CC2)c2ccccc2N1	13%	-9%	24%	-30%[inhibitor]	17%	31%	-10%	-10%
Cc1cccc(OCCCC(=O)NNC(=O)c2cccc(N(C)C)c2)c1	8%	3%	?	i	3%	/	-4%	-6%
CCOC(=O)C1CCN(C(=O)Nc2ccc3snnc3c2)CC1	-1%	-25%	4%	i	12%	/	-2%	-3%
N#Cc1ccc(OCC(=O)NN2Cc3ccccc3C2=N)cc1	-8%	-17%	3%	i	-3%	12%	3%	-10%
COc1ccccc1-c1cn(CC[C@H]2CC[C@@H](NS(=O)(=O)c3ccccc3C)[C@@H](CO)O2)nn1	-7%	4%	3%	-23%	10%	30%	1%	2%
Cn1c(CC(=O)Nc2ccccc2)nnc1SCC(=O)NC1CCCC1	2%	9%	-29%	-12%	9%	10%	-3%	0%
Fc1ccc(CNc2ccn3nc(-c4ccccc4)cc3n2)cc1	-5%	-16%	18µM*	-20%	9%	?	15%	-3%
CN(C)c1ccc(/C(=N\O)C(F)(F)F)cc1	4%	-2%	1%	i	12%	16%	-5%	-6%
O=C(CN1CCN(C(=O)c2ccc(-c3nc4ccccc4s3)o2)CC1)Nc1ccc(F)cc1	17%	-26%	0%	-35%[inhibitor]	?	32%	9%	2%
O=C1NC(=O)N(Cc2ccccc2F)C1=O	3%	-18%	-7%	-11%	10%	-24%	-9%	1%
CCOc1ccc(/C=C2/C(=O)N(c3ccc(OC)cc3)C(=S)N2CC(=O)OC)cc1OCC	-398%[inhibitor]	70%[activator]	2%	i	-250%[inhibitor]	?	-4%	37%[activator]
Cn1c(=O)c2c(nc(CN3CCN(C(c4ccccc4)c4ccccc4)CC3)n2CC(N)=O)n(C)c1=O	-1%	-8%	-27%	?	2%	?	-15%	2%
Cc1ccc(-c2nc(-c3ccc(Cl)cc3)sc2CC(=O)O)c(C)c1	-1%	-9%	-81%[inhibitor]	-2%	3%	8%	-12%	?
CCOc1ccc2nc(CN3CCN(Cc4ccsc4)C(CCO)C3)ccc2c1 (configuration not stated)	2%	36%[activator]	3%	-20%	11%	9%	2%	-4%
Cc1c(C(=O)N2CCN(S(C)(=O)=O)CC2)oc2ccccc12	6%	-2%	-14%	27%	14%	-10%	-8%	-6%
COC(=O)c1cc(NC(=O)c2cccc(C(F)(F)F)c2)c(=O)oc1C	-16%	0%	-1%	-13%	-5%	4%	14%	3%
CCN(CC)CCNS(=O)(=O)c1ccc(/C=C/C(=O)O)cc1	-1%	0%	-1%[0.397 µM]	i	5%	-1%	7%	-3%
O=C(Cn1cc([N+](=O)[O-])nc1[N+](=O)[O-])N1CCN(c2ccccc2)CC1	-2%	13%	-9%	i	0%	-4%	0%	2%
CCOC(=O)C1=C(C)NC(=O)NC1c1c(C)nn(-c2ccccc2)c1Cl (configuration not stated)	13%	-5%	4%	-19%[57.5 µM]	11%	-10%	1%	-1%
COC(=O)C1=C(C(=O)OC)[C@@H]2N(C)c3ccccc3[C@@]23C[C@@H](C(=O)OC)N(C(=O)c2ccco2)C3=N1	6%	-3%	10%	i	-8%	1%	-1%	10%
CC(C)C(=O)N1CCN(c2ccccc2NC(=S)NC(=O)c2ccco2)CC1	-6%	-29%	13%	i	-6%	24%	-9%	2%
CCCc1[nH]nc2c1C(c1ccc(OC)cc1OC)C(C#N)=C(N)O2 (configuration not stated)	0%	3%	11%	i	0%	-6%	-1%	7%
CCCNC(=O)C1(C)CCCN(CC(=O)c2ccccc2OC)C1 (configuration not stated)	-7%	-1%	2%	i	8%	4%	-1%	3%
c1coc(-c2ccnc(-n3cccc3)n2)c1	-4%	-19%	/	i	-1%	28%	-1%	-1%
Cc1ccc(N2CC(C(=O)OCC(=O)c3ccc(F)cc3)CC2=O)cc1 (configuration not stated)	4%	12%	-4%	-5%	2%	0%	1%	1%
Cc1ccc(NC(=O)CCNS(=O)(=O)c2cccc3nonc23)cc1Cl	6%	-16%	-12%&5%	-17%	15%	3%&-2%	-9%	4%
O=C(Cc1ccccc1[N+](=O)[O-])NCC(=O)c1ccc2c(c1)OCO2	-1%	1%	0%	-26%	-1%	/	0%	7%
CC(C)CNC(=O)c1cc(S(=O)(=O)N2CCOCC2)ccc1N1CCCC1	-1%	2%	-20%	-14%	2%	/	0%	-2%
COc1ccc(/C(C)=N/OC/C(O)=C(\C#N)c2nc3ccccc3[nH]2)c(OC)c1	-3%	-4%	5%	-33%[inhibitor]	-5%	12%	0%	5%

As a working copy, 6 of the compounds above:
SMILES	EPAC1 agonist	EPAC1 antagonist	TDP43 rescue	PTHR1 agonist	EPAC2 agonist	FUS suppressor	aSyn yeast inh	EPAC2 antag
O=C1NC(=O)N(Cc2ccccc2F)C1=O	3%	-18%	-7%	-11%	10%	-24%	-9%	1%
CCOc1ccc(/C=C2/C(=O)N(c3ccc(OC)cc3)C(=S)N2CC(=O)OC)cc1OCC	-398%[inhibitor]	70%[activator]	2%	i	-250%[inhibitor]	?	-4%	37%[activator]
Cn1c(=O)c2c(nc(CN3CCN(C(c4ccccc4)c4ccccc4)CC3)n2CC(N)=O)n(C)c1=O	-1%	-8%	-27%	?	2%	?	-15%	2%
Cc1ccc(-c2nc(-c3ccc(Cl)cc3)sc2CC(=O)O)c(C)c1	-1%	-9%	-81%[inhibitor]	-2%	3%	8%	-12%	?
CCOc1ccc2nc(CN3CCN(Cc4ccsc4)C(CCO)C3)ccc2c1 (configuration not stated)	2%	36%[activator]	3%	-20%	11%	9%	2%	-4%
Cc1c(C(=O)N2CCN(S(C)(=O)=O)CC2)oc2ccccc12	6%	-2%	-14%	27%	14%	-10%	-8%	-6%

The list goes on:
SMILES	EPAC1 agonist	EPAC1 antagonist	TDP43 rescue	PTHR1 agonist	EPAC2 agonist	FUS suppressor	aSyn yeast inh	EPAC2 antag
COc1ccccc1NC(=O)NC(=O)c1ccccc1	-9%	-3%	-11%[1.82 µM]	-14%	0%	5%	-1%	3%
Cc1nnc2ccc(-c3ccc(NC(=O)c4cccnc4Cl)cc3)nn12	0%	4%	-4%	i	5%	18%	5%	3%
O=C(C1=C(O)C(=O)N(CCN2CCOCC2)C1c1ccncc1)c1ccco1 (configuration not stated)	13%	-19%	6%	i	0%	-3%	/	6%
COc1ccc(-c2nc(C#N)c(N3CCCCCC3)o2)cc1	-1%	14%	?	-7%[57.5 µM]	18%	35%	0%	10%
CC(C(=O)O)n1c(-c2ccn[nH]2)n[nH]c1=S (configuration not stated)	1%	7%	?	i	1%	8%	5%	14%
CCC1(CC)Nc2ccccc2C(=O)N1c1ccc(NC(C)=O)cc1	-8%	0%	7%	0%[57.5 µM]	9%	13%	-5%	-4%

Screening results (PubChem)

Only part of the results is shown. The share of hits here may be higher or lower than overall.
